Compound activity from PubChem BioAssay.
CAL PDZ FP-1 – CAL PDZ (human) peptide binding inhibition; Q9HD26; purified CAL PDZ, TMR-peptide fluorescence polarization, 1 h; actives 0.92% (n = 300,000); inhibition, % at 24.9 µM; AID 602252;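 active = mean inhibition of at least 30% with at least half of replicates also reaching 30%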;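 note: 0% = DMSO neutral control and 100% = excess unlabeled competitor peptide PRC23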
SR-BI uptake up – activators of SR-BI mediated HDL lipid uptake; actives 0.096% (n = 320,000); CHO ldlA[mSR-BI] cells, DiI-HDL uptake fluorescence, 3 h; 100 = double the neutral-control signal; activation, % at 12.5 µM;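 active = mean replicate activation of at least 60% and every replicate at or above 60%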;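 note: 0% = median plate neutral-control signal and 100% = twice that signal; values of inactives mirror those of a sister screen read the other way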
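material = CHO ldlA[mSR-BI] cells | medium = Ham's F12 with 0.5% BSA, HEPES 25 mM, pH 7.4 | reagent = fluorescent DiI-HDL, 10 µg/mL final | compound dosing = single-point compound dose | incubation = 3 h, 37 °C | measured by = bottom-read fluorescence, 550/595 nm | measure = HDL uptake via cellular fluorescence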
MITF act – MITF TRPM1 promoter activation in melanoma cells | SK-MEL-5 TRPM1-promoter luciferase, 24 h; % of positive control, neutral wells = 0 | activation, % at 12.5 µM | actives 0.75% (n = 300,000);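 active = mean activation of at least 80% with every replicate also reaching 80%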;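 note: 0% = neutral control wells and 100% = parthenolide positive control wells; values of inactives mirror those of a sister screen read the other way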
CAL PDZ FP-2 – inhibitors of human CAL PDZ peptide binding; Q9HD26; actives 0.02% (n = 330,000); purified CAL PDZ, TMR-peptide fluorescence polarization, 1 h; inhibition, % at 20 µM; AID 504414;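 active = highest replicate inhibition of at least 40%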;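 note: plate controls were DMSO neutral control wells for no effect and unlabeled competitor peptide control wells for full effect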
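material = purified tagged CAL PDZ domain construct (CerCALP) | buffer or medium = sodium phosphate/NaCl buffer pH 7.4 with TCEP, IgG, Thesit | reagent = TMR-labelled reporter peptide T*-PRC34 bound in PDZ groove | incubation = 1 h room-temperature incubation prior to read | measured by = fluorescence polarization (mP) | evaluation = percent inhibition from loss of millipolarization | control set = unlabelled peptide and DMSO controls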
NSD2 inh – blocks human histone methyltransferase NSD2 | O96028 | NSD2 peptide methylation, AlphaScreen, 120 min | inhibition, % at 12.5 µM | actives 0.54% (n = 310,000); in the data active = inhibition above about 50%
dFosB activator – enhances mouse delta FosB homodimer DNA binding. P13346. actives 0.99% (n = 340,000). activation, % at 25 µM. purified delta FosB, TAMRA-CDK5 oligo fluorescence polarization; percent of positive-control signal above neutral wells;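 active = mean activation above about 17%, with every replicate also reaching it, limit read from the data, passing the limit was not always enough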;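 note: fluorescence polarization rise as delta FosB binds a TAMRA Cdk5 AP-1 oligo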
PvdQ inh – blocks Pseudomonas aeruginosa PvdQ acylase activity. purified PvdQ acylase, fluorescence plate reader. inhibition, % at 10 µM. actives 0.063% (n = 340,000); in the data active = inhibition above about 30%, passing the limit was not always enough;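 note: 0% = vehicle neutral wells and 100% = reference inhibitor wells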
PfHsp90 yeast 2 – growth inhibition of yeast expressing Plasmodium Hsp90 | S. cerevisiae expressing PfHsp90, BacTiter-Glo ATP, 48 h; yeast lacking PDR1 and PDR3 efflux regulators | AID 504621 | actives 0.32% (n = 310,000) | inhibition, % at 9.4 µM;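 active = every replicate shows inhibition above about 80%, whatever the replicate mean, limit read from the data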;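 note: 0% = DMSO neutral controls and 100% = 20 µM radicicol positive controls; yeast relying on Plasmodium falciparum Hsp90 in place of its own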
SR-BI HDL uptake – blocks mouse SR-BI lipid uptake from DiI-HDL; Q61009; ldlA[mSR-BI] CHO cells, DiI-HDL uptake fluorescence, 3 h; inhibition, % at 12.5 µM; actives 0.96% (n = 320,000);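 active = mean replicate inhibition of at least 70% and a set share of replicates each scoring 70 or more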;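 note: 0% = median of neutral control wells and 100% = median of positive control wells; values of inactives mirror those of a sister screen read the other way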
Target sequence (Q61009 whole entry, looked up): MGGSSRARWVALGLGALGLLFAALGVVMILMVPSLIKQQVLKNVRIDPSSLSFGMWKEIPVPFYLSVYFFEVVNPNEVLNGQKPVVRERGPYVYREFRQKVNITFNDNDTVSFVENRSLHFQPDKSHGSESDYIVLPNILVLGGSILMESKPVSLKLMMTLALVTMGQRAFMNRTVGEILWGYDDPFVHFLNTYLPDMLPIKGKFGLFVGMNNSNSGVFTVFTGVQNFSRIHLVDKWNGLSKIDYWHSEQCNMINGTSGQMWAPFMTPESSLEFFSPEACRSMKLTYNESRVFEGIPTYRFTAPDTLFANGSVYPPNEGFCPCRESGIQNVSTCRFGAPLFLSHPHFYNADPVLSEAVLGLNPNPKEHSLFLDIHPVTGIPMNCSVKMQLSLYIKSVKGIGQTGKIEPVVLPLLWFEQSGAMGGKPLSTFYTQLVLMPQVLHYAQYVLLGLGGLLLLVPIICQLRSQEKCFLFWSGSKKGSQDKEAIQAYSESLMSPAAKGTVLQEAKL
Rtt109 HAT inh – C. albicans Rtt109 histone acetyltransferase inhibition; purified Rtt109/Vps75, ThioGlo CoA-SH fluorescence, 4 h; inhibition, % at 34.9 µM; AID 540336; actives 0.16% (n = 330,000); Q5AAJ8;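 active = inhibition of at least 50% in every replicate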
Target sequence (Q5AAJ8 whole entry, looked up): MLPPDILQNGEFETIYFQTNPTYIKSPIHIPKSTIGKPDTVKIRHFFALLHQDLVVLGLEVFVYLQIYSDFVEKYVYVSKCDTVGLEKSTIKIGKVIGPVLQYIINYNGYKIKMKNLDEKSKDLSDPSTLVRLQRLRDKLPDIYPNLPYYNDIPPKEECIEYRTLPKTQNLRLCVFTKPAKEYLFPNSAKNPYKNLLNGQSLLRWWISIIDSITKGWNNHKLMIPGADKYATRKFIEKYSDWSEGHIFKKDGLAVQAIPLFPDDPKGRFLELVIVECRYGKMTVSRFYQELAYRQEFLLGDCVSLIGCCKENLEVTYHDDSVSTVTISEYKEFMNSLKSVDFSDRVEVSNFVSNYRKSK
* marks the source's active call; other numbers are inactive results; . = no result given.

SMILES	CAL PDZ FP-1	SR-BI uptake up	MITF act	CAL PDZ FP-2	NSD2 inh	dFosB activator	PvdQ inh	PfHsp90 yeast 2	SR-BI HDL uptake	Rtt109 HAT inh
O=c1[nH]nc(N2CCOCC2)c(=O)[nH]1	1	6	-1	-2.0	0	-6	-15	-4	-6	0
Cc1ccc(C(CNC(=O)Nc2ccc(Cl)cc2)N2CCN(C)CC2)cc1 (configuration not stated)	-1	23	21	-0.7	4	6	5	-9	-23	15
O=C(c1cnn2ccccc12)N1CCCc2ccccc21	.	-9	-12	-1.0	.	2	5	18	9	12
CN(C(=O)c1ccc(NC(=O)Cc2ccc(NC(=O)C3CCN(C(=O)C4CCCC4)CC3)cc2)cc1)C1CC1	0	-21	5	-0.3	.	-8	-1	-13	21	2
Clc1ccc(Cn2ncc3c(N4CCCC4)ncnc32)cc1	.	-19	.	-0.8	-1	-9	-7	17	19	2
Cn1c(CN2CCN(c3ccc(Cl)cc3)CC2)nc2ccccc21	-19	8	-12	-1.1	1	-9	5	.	-8	2
COc1cc(/C=N\NC(=O)c2ccc(C)nc2)ccc1OC(=O)c1ccco1	3	-12	-6	-4.3	1	-14	11	23	12	16
O=Cc1cn(CCOc2ccccc2)c2ccccc12	-3	-6	.	0.1	8	-1	11	-8	6	0
CC(C)C(=O)NC(=S)Nc1c(Cl)ccc2nsnc12	-2	2	-12	-0.5	10	2	-12	13	-2	-3
Cn1c2ccccc2c2c(C(=O)NCCCN3CCCC3=O)cn(C3CCCCC3)c(=O)c21	1	-38	8	-3.0	-2	-15	-8	2	38	3
O=C(O)CC(CC(=O)N1CCN(C(=O)c2ccco2)CC1)c1ccccc1 (configuration not stated)	-4	-3	0	-1.3	-1	2	-8	-18	3	-8
CCOC(=O)C1CCN(Cc2ccc(-c3ccccc3)cc2)CC1	0	17	.	-0.3	-3	0	-12	20	-17	0
c1nnc2c3c4c(sc3ncn12)CCC4	.	15	-4	-3.1	.	0	-9	-5	-15	4
NC(=O)c1ccc(NC(=O)COC(=O)c2cccc(Oc3ccccc3)c2)cc1	-2	21	11	-0.6	-1	-1	-16	-9	-21	-20
CC(C)(C)NC(=O)NC(=O)CN1CCc2ccccc21	-2	12	1	-2.0	2	1	-5	.	-12	-7
CN(C)c1nc(NC(C)(C)C)nc(NC(C)(C)C)n1	2	-11	-10	-1.0	-2	9	-7	-5	11	-3
CC1=C(Nc2ccc(C(=O)O)cc2)C(=O)c2ccccc2C1=O	-4	-2	-32	0.2	16	-3	-19	-8	2	0
COc1ccccc1CCNC(=O)CCSc1nc(-c2ccco2)cc(C(F)(F)F)n1	-8	-48	-2	-2.2	3	-11	-19	11	48	0
Cc1ccc(Cl)cc1NC(=O)COC(=O)C1CCCCC1	-5	24	6	.	-6	4	-22	-8	-24	-2
CCN1CCN(c2nc(-c3ccccc3)nc3ccccc23)CC1	-7	-27	17	-2.1	8	-14	1	-18	27	1
CC(=O)N/N=C/c1cc(C)n(-c2ccc(Br)cc2)c1C	-6	47	-13	-1.9	6	-7	-10	-4	-47	1
COc1ccc2sc(-c3ccccc3OC)c(-c3ccc(OC)c(F)c3)c2c1	-6	-31	1	0.7	.	1	-6	-25	31	-3
O=C1Oc2ccccc2C(=O)/C1=C/N1CCN(c2ccccc2F)CC1	4	0	-19	-0.4	6	-6	-2	.	0	-1
CCNC(=O)COc1ccc(CC)cc1	1	20	16	-2.7	.	3	-5	-30	-20	-7
Cc1nn(C)c(C)c1S(=O)(=O)N(CC(=O)N1CCc2ccccc2C1)c1ccc(C(C)C)cc1	.	-9	14	-0.2	.	-19	-7	-11	9	1
Cc1ccc(NC(=O)CCC(=O)N/N=C/C=C/c2ccccc2)cc1	-1	-1	18	-2.1	10	-8	-13	21	1	1
CC(C)OC(=O)CSc1nnnn1-c1ccc2c(c1)OCCO2	-2	21	52	0.6	-2	-4	-9	7	-21	-4
COc1ccc(C(=O)NCc2cccnc2)cc1S(=O)(=O)N1CCCc2ccccc21	-6	12	-2	-0.2	1	-7	-1	6	-12	10
O=c1c2cc(N3CCOCC3)ccc2[nH]c(=S)n1Cc1ccccn1	-2	-1	.	-1.2	0	-14	-8	.	1	9
CCOC(=O)c1ccc(NC(=O)C2CCCN(c3cnccn3)C2)cc1 (configuration not stated)	-3	-14	53	-3.8	6	-1	-10	16	14	-2

Just MITF act, for some of the entries so far:
| smiles | MITF act |
| --- | --- |
| COc1ccc2sc(-c3ccccc3OC)c(-c3ccc(OC)c(F)c3)c2c1 | 1 |
| O=C1Oc2ccccc2C(=O)/C1=C/N1CCN(c2ccccc2F)CC1 | -19 |
| CCNC(=O)COc1ccc(CC)cc1 | 16 |

Following part
SMILES	CAL PDZ FP-1	SR-BI uptake up	MITF act	CAL PDZ FP-2	NSD2 inh	dFosB activator	PvdQ inh	PfHsp90 yeast 2	SR-BI HDL uptake	Rtt109 HAT inh
CCOc1ccc(CCNC(=O)c2nnn(CC(=O)Nc3ccc(C)cc3)c2N)cc1OCC	4	-40	-17	0.3	-2	-1	-6	-5	40	2
Fc1cccc(Cl)c1CNCc1ccccc1Cl	-3	16	-2	-0.6	-1	-11	-3	-3	-16	-1
C=CCn1c(SCc2csc(C)n2)nc2sc3c(c2c1=O)CCC(C)C3 (configuration not stated)	-6	-1	.	0.2	0	-6	-5	.	1	-2
COc1cccc(N(Cc2nnc3n2CCCCC3)C(=O)Nc2ccccc2)c1	-4	6	-1	-2.6	-1	-3	-9	-2	-6	4
O=C(O)c1ccc(/C=N/Nc2ccc(Cl)nn2)cc1	-8	28	3	-0.9	0	6	-10	-20	-28	-1
CCOC(=O)C1CCCN(C(=O)CCc2ccccc2)C1 (configuration not stated)	-1	4	4	-0.2	0	-8	-5	5	-4	6
O=C(COC(=O)c1cncc(Br)c1)NCc1ccc(Cl)cc1	-1	.	-4	-1.3	0	3	-13	9	.	0
O=C(NCC1COCCO1)c1cc(COc2c(F)cccc2F)on1 (configuration not stated)	0	7	15	-1.9	-3	2	2	4	-7	33
Cc1ccc2cc(CN(Cc3cccs3)Cc3nnnn3CC3CCCO3)c(=O)[nH]c2c1C (configuration not stated)	-3	-35	2	-4.2	1	-13	12	-9	35	10
S=C(Nc1ccc(Br)cc1Cl)N1CCCC1	-3	-3	84*	-1.1	-1	-8	-15	-35	3	-3
O=S1(=O)CCC(N=Cc2ccc(-c3ccc(Cl)cc3)o2)C1 (configuration not stated)	-3	-11	6	0.3	-3	-5	-7	3	11	-1
O=C(OCc1cc([N+](=O)[O-])cc2c1OCOC2)c1ccc2ccccc2n1	3	8	3	-1.8	0	0	-13	29	-8	-5
c1ccc(COC2CCCN(Cc3nc(Cc4ccccc4)no3)C2)cc1 (configuration not stated)	-3	12	-17	-1.7	-1	-1	-9	.	-12	-2
CCOC(=O)[C@@H]1[C@H]2COc3cc(OC)ccc3[C@H]2N2C(=O)N(c3ccc(F)cc3)C(=O)[C@@]12C	-2	9	1	0.1	.	-10	-16	-19	-9	4
CC(=O)Nc1ccc(NC(=O)c2nc(S(=O)(=O)Cc3cccc(C)c3)ncc2Cl)cc1	-4	2	-48	-1.7	-5	-3	-9	-13	-2	-4
COc1cc(CNCCCN2CCOCC2)cc(Cl)c1OCC(=O)NC(C)(C)C	-3	19	13	1.2	-3	-7	-13	10	-19	6
Cc1cccc(C)c1OCc1nnc(SCC(=O)Nc2nccs2)o1	-8	1	-11	0.3	.	-8	1	4	-1	0
COc1cccc(Cn2c(OCC3CCCO3)nc3c2c(=O)n(C)c(=O)n3C)c1 (configuration not stated)	-1	2	-4	-3.9	0	1	2	4	-2	.
COc1c2c(cc3oc(C)cc(=O)c13)OC(C(C)(C)OC1OC(CO)C(O)C(O)C1O)C2 (configuration not stated)	9	-9	9	-0.4	.	3	0	4	9	6
O=[N+]([O-])c1ccccc1S(=O)(=O)N1CCN(CC2CC=CCC2)CC1 (configuration not stated)	4	10	-4	-0.2	4	-4	-19	-9	-10	-1

Entries listed so far that bear a hit mark in MITF act.
| molecule | CAL PDZ FP-1 | SR-BI uptake up | MITF act | CAL PDZ FP-2 | NSD2 inh | dFosB activator | PvdQ inh | SR-BI HDL uptake | Rtt109 HAT inh |
| --- | --- | --- | --- | --- | --- | --- | --- | --- | --- |
| S=C(Nc1ccc(Br)cc1Cl)N1CCCC1 | -3 | -3 | 84* | -1.1 | -1 | -8 | -15 | 3 | -3 |

Other entries
SMILES	CAL PDZ FP-1	SR-BI uptake up	MITF act	CAL PDZ FP-2	NSD2 inh	dFosB activator	PvdQ inh	PfHsp90 yeast 2	SR-BI HDL uptake	Rtt109 HAT inh
COc1cccc(Nc2nnc(SCC(=O)N3CC(=O)Nc4ccccc43)s2)c1	-6	.	2	-2.2	-7	-21	-7	27	.	-1
CC(=O)c1ccc(NC(=O)COC(=O)/C=C/c2cccs2)cc1	1	4	-9	-4.2	-2	-15	-9	30	-4	1
Cc1cc(C)n(C(=O)c2cc3ccccc3c(=O)o2)n1	1	.	-3	-1.2	2	0	-14	-13	-52	-42
CCN1CCN(c2cc(C)c3cc(NC(=S)N4CCC5(CC4)OCCO5)ccc3n2)CC1	-2	-30	-11	0.3	14	-4	-7	-40	30	2
CCn1c(Cn2nnc(-c3ccccc3)n2)nnc1SCC(=O)Nc1ccccc1	1	-20	-6	-2.7	-1	-5	0	0	20	14
O=C(O)CCC(=O)Nc1ccccc1C(=O)N1CCN(c2ccc(Cl)cc2)CC1	-3	3	8	-1.4	4	6	-19	-52	-3	-38
CC(C)CN(C(=O)c1cc([N+](=O)[O-])cc([N+](=O)[O-])c1)C1CCS(=O)(=O)C1 (configuration not stated)	5	0	-6	-2.7	1	3	-5	.	0	0
CCCCN(CCCC)CC1OCc2ccccc2CO1	.	37	-9	-3.1	2	-8	-15	.	-37	0
CCOP(=O)(NC(c1ccccc1)c1nc2ccccc2[nH]c1=O)OCC (configuration not stated)	2	-10	4	-0.5	0	-2	4	-3	10	9
CN1C(=O)CC(N2CCN(CC(=O)N3CCCC3)CC2)C1=O (configuration not stated)	-5	15	-3	.	-3	-1	-4	10	-15	7
C=CCNCCCOc1ccc(Cl)cc1Br	-2	17	-6	-0.6	39	3	-13	16	-17	-5
CCOc1ccc(NC(=O)Cn2nnc(C(=O)NCc3ccc(OC)cc3)c2N)cc1	.	-4	13	0.4	4	8	-7	2	4	1
O=C(/C=C/c1cccs1)c1cc(Cl)ccc1OC(=O)N1CCOCC1	.	17	.	-0.2	-4	-9	8	-29	-17	8
Cn1c(SCC(=O)N2CCCC2)nc2ccccc21	-4	16	9	-0.8	-1	-6	-8	-3	-16	5
COc1ccc(CCNC(=O)COc2ccc3c(c2)OCO3)cc1	.	2	1	-1.5	0	1	-2	-13	-2	6
COc1ccc(NC(=O)CN(C)C(=O)c2ccc(-c3ccccc3Cl)o2)cc1	3	19	18	-3.0	2	-6	-5	.	-19	0
